Assay outcomes: PubChem BioAssay, Sanford-Burnham Center for Chemical Genomics
mIAP act – increases mouse intestinal alkaline phosphatase activity. muIAP, CDP-Star luminescence, 30 min; stronger effect = higher value; 1 = vehicle-only enzyme signal, 0 = enzyme-free wells. activation factor at 10 µM. 330,000 tested, 0.24% active. AID 2805;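 active means activation factor of at least 2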; further: the source names both 10 and 20 µM as test concentration; values of inactives mirror those of a sister screen read the other way
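System: Mouse IAP enzyme | Also added: CDP-Star substrate | Dosing: Compounds dispensed in DMSO | Schedule: 30 min enzyme-substrate-compound incubation at room temperature | Technique: Chemiluminescence readout | Control set: DMSO-only wells and no-enzyme negative control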
mIAP block – mouse IAP inhibition | purified mouse IAP, CDP-Star luminescence, 30 min | inhibition, % at 10 µM | 330,000 tested, 0.2% active | AID 2806;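 active means inhibition of at least 40% at 10 µM in the primary screen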;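 further: plate controls were DMSO with enzyme for no effect and no enzyme wells for full effect; values of inactives mirror those of a sister screen read the other way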
hIAP inh – blocks human intestinal alkaline phosphatase. purified IAP, CDP-Star luminescence, 30 min. 330,000 tested, 0.12% active. inhibition, % at 10 µM. P09923;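 active means inhibition reaching a set limit with compound at 10 µM in the primary screen, cut at about 35% in these data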;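 further: plate controls were DMSO wells with enzyme for no effect and no-enzyme buffer wells for full effect; values of inactives mirror those of a sister screen read the other way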
Target sequence (P09923 whole entry, looked up): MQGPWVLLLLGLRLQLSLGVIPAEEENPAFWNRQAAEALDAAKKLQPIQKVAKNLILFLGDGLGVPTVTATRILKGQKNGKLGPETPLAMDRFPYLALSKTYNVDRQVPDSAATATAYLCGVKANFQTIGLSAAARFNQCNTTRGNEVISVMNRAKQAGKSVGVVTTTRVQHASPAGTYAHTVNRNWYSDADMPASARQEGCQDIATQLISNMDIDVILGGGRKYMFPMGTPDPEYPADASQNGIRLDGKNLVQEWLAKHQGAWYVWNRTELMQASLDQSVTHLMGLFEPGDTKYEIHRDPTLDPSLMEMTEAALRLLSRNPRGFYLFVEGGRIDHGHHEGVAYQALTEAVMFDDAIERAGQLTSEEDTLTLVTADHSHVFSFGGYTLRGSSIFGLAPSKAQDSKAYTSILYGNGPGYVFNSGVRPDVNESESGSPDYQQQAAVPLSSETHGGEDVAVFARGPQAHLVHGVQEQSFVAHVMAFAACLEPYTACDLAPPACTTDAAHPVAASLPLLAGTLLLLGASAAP
hIAP activ – human IAP activation | purified human IAP, CDP-Star luminescence, 30 min; stronger effect = higher value; 1 = vehicle-only enzyme, 0 = enzyme-free background | activation factor at 10 µM | 330,000 tested, 0.16% active | AID 2524;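 active means activation factor of the enzyme at least 2-fold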; further: the source names both 10 and 20 µM as test concentration; values of inactives mirror those of a sister screen read the other way
ATG4B inh – blocks human ATG4B protease cleavage of LC3 substrate; Q9Y4P1; ATG4B cleavage of LC3-PLA2, NBD-HPC fluorescence, 1 h; inhibition, % at 8.33 µM; 340,000 tested, 0.51% active; in the data active means inhibition above about 40%
Target sequence (Q9Y4P1 whole entry, looked up): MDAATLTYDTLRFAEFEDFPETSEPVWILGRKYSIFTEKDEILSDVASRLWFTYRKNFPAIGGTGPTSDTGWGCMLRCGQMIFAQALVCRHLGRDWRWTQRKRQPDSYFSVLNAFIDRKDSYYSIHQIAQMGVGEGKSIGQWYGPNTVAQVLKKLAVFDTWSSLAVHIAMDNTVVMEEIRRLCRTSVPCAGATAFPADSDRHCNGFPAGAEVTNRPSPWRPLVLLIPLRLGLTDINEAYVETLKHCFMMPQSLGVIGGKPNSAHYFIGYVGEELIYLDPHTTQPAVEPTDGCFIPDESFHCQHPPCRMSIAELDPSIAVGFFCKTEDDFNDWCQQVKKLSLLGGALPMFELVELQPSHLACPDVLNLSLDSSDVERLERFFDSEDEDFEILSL
TIM10 inh – TIM10 yeast growth inhibition; S. cerevisiae TIM10 strain growth, BacTiter-Glo luminescence, 24 h; inhibition, % at 10 µM; 330,000 tested, 1.4% active; AID 463195;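 active means inhibition of 40% or more at the single tested concentration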;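 further: wild-type TIM10 isogenic control strain grown at permissive 25 °C; 0% = DMSO yeast wells and 100% = minimal medium wells without yeast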
Apaf1 inhib – blocks human Apaf-1 apoptosome activity. inhibition, % at 20 µM. reconstituted apoptosome caspase-3 activity, DEVD-Rh110 fluorescence. AID 489030. O14727. 330,000 tested, 0.71% active; active means inhibition of at least 40% at 20 µM;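 further: plate controls were DMSO wells for no effect and DEVD-CHO caspase inhibitor wells for full effect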
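Medium: Hepes buffer, pH 7.5 / System: biochemical Apaf-1 apoptosome reconstitution / Measured by: Rh110 fluorescence, excitation 480 nm, emission 540 nm / Times: compound with Apaf-1, dATP, procaspase-3 30 min, then 50 min reaction, room temperature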
tim10-1 inh – inhibits growth of tim10-1 mutant yeast | S. cerevisiae tim10-1 ts strain growth, BacTiter-Glo, 24 h | inhibition, % at 20 µM | 330,000 tested, 2.2% active | AID 463190;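 active means inhibition of at least 40%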;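 further: mutant grown at 25 °C; 0% = DMSO wells with yeast and 100% = wells holding no yeast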
NLRP3 yeast inh – inhibitors of NALP3 inflammasome in yeast; Yeast reconstituted NLRP3/ASC/caspase-1, beta-gal luminescence, 24 h; 330,000 tested, 0.39% active; AID 2825; inhibition, % at 10 µM;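 active means inhibition of 50% or more; inactive means inhibition below 50%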;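 further: plate controls were induced DMSO wells for no effect and uninduced yeast grown without galactose for full effect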
Active calls of the source: *; / = no result given; & = joins results of further samples. The order is random (roughly 4.5% active in at least one column).

SMILES | mIAP act | mIAP block | hIAP inh | hIAP activ | ATG4B inh | TIM10 inh | Apaf1 inhib | tim10-1 inh | NLRP3 yeast inh
COc1ccc(CCNc2ccc(C(CC(N)=O)NC(=O)Cc3ccc(Br)cc3)cc2[N+](=O)[O-])cc1 (centres undefined) | 0.98 | 2.0 | -2.3 | 1.02 | 1.7 | 6.4 | 3.4 | 5.5 | 18.8
COc1ccc(-c2noc(-c3ccccc3-c3ccccc3)n2)cc1 | 0.897 | 10.3 | 17.8 | 0.822 | 1.6 | 25.7 | -0.7 | 25.0 | 17.0
O=C(CN1CCN(S(=O)(=O)/C=C/c2ccccc2)CC1)NCC(F)(F)F | 0.931 | 6.9 | 9.7 | 0.903 | -0.8 | 9.4 | 7.1 | 0.5 | 11.7
CC(C)c1ccc2[nH]c3c(c2c1)[C@@H]1CCN2C(=O)CCC[C@H](C3)[C@H]12 | 1.03 | -3.5 | 6.7 | 0.933 | -1.0 | -3.6 | 15.0 | 21.6 | 5.9
COC(=O)c1cc(C(=O)OCC(=O)Nc2ccc(N3CCOCC3)cc2)cc([N+](=O)[O-])c1 | 1.09 | -9.4 | 4.4 | 0.956 | 0.9 | -2.4 | -8.2 | -8.1 | 1.4
CCN(CC)c1ccc(NC2CC(=O)N(CCc3ccc(OC)cc3)C2=O)cc1 (centres undefined) | 0.815 | 18.5 | 23.1 | 0.769 | -8.0 | 9.2 | 6.6 | 12.9 | 21.1
O=C(O)CCCNC(=O)C(c1ccccc1)c1ccccc1 | 1.12 | -5.1 | -0.1 | 1 | -3.7&-4.4 | 0.8 | -8.8 | 1.9 | 4.2
C(=N\N1CCN(Cc2cccc3ccccc23)CC1)/c1ccco1 | 0.952 | 4.8 | -12.8 | 1.13 | 5.8 | 4.8 | 10.3 | 13.8 | 19.6
CCN(CC)S(=O)(=O)c1ccc2c(c1)nc(SCc1nc3ccsc3c(=O)[nH]1)n2CC | 1.07 | -6.9 | -9.9 | 1.1 | -15.4 | 10.9 | 12.6 | 17.9 | -17.8
CC1CC(C)CN(S(=O)(=O)c2ccc(F)c(C(=O)Nc3ccc(Cl)cc3F)c2)C1 (centres undefined) | 1.1 | -10.5 | -14.2 | 1.14 | -8.4 | 13.2 | -4.8 | 17.3 | 7.9
CCOc1ccc(NC(=S)NC(C)CCc2ccccc2)cc1 (centres undefined) | 1.31 | -30.8 | -8.3 | 1.08 | -8.9 | 21.7 | 8.5 | 27.0 | 34.8
Cc1ccc(S(=O)(=O)Nc2nc3cc(C)c(C)cc3[nH]2)cc1 | 0.944 | 5.6 | -4.6 | 1.05 | -4.2 | 0.9 | 9.4 | 9.7 | 3.2
COc1ccc(C2Oc3ccccc3C3=C2C(c2cccs2)n2ncnc2N3)cc1 (centres undefined) | 0.935 | 6.5 | 12.1 | 0.879 | -10.8 | 24.4 | 15.3 | 25.6 | -0.8
CC1(C)Cc2c(sc3nc(=S)[nH]c(N)c23)CO1 | 0.878 | 12.2 | -10.6 | 1.11 | / | 1.3 | 3.0 | 12.2 | 11.7
COc1ccccc1-n1cc(-c2ccc(C)cc2)[nH]c1=S | 0.93 | 7.0 | 1.1 | 0.989 | 2.6 | 17.8 | 13.6 | 25.9 | 26.2
O=C(c1ccc(=O)[nH]c1)N(Cc1ccco1)C1(C(=O)NC2CCCC2)CCCCC1 | 0.975 | 2.5 | 11.9 | 0.881 | -7.6 | 0.0 | -1.8 | 11.7 | 4.3
CC(=O)c1cc(CN2CCCCC2)cc(OC(C)C)c1 | 0.969 | 3.1 | -6.5 | 1.06 | -20.4 | -3.5 | -5.2 | -3.1 | 11.5
CCOC(=O)N1CCC(NC(=O)c2oc3c(c2C)-c2[nH]ncc2CC3)CC1 | 0.889 | 11.1 | -1.6 | 1.02 | -7.5 | -5.7 | 6.5 | 7.8 | 5.5
O=S(=O)(NCCN1CCCC1)c1cccc2cccnc12 | 0.992 | 0.8 | -12.1 | 1.12 | 3.8 | -4.4 | -2.2 | -24.0 | 13.3
C=C(C)C1CC=C(C)/C(=N/NC(=O)COc2ccccc2C)C1 (centres undefined) | 0.853 | 14.7 | 11.0 | 0.89 | -0.8 | 12.1 | 32.0 | 34.3 | 13.6

Compound profiles, from the list above. Order of values: mIAP act, mIAP block, hIAP inh, hIAP activ, ATG4B inh, TIM10 inh, Apaf1 inhib, tim10-1 inh, NLRP3 yeast inh
Listed for `CC(C)c1ccc2[nH]c3c(c2c1)[C@@H]1CCN2C(=O)CCC[C@H](C3)[C@H]12` = 1.03, -3.5, 6.7, 0.933, -1.0, -3.6, 15.0, 21.6, 5.9
Listed for `COC(=O)c1cc(C(=O)OCC(=O)Nc2ccc(N3CCOCC3)cc2)cc([N+](=O)[O-])c1` = 1.09, -9.4, 4.4, 0.956, 0.9, -2.4, -8.2, -8.1, 1.4
Listed for `CCN(CC)S(=O)(=O)c1ccc2c(c1)nc(SCc1nc3ccsc3c(=O)[nH]1)n2CC` = 1.07, -6.9, -9.9, 1.1, -15.4, 10.9, 12.6, 17.9, -17.8
Listed for `CCOc1ccc(NC(=S)NC(C)CCc2ccccc2)cc1` (centres undefined) = 1.31, -30.8, -8.3, 1.08, -8.9, 21.7, 8.5, 27.0, 34.8

(listing goes on)
SMILES | mIAP act | mIAP block | hIAP inh | hIAP activ | ATG4B inh | TIM10 inh | Apaf1 inhib | tim10-1 inh | NLRP3 yeast inh
O=S(=O)(c1cccc(-n2cnnn2)c1)N1CCOCC1 | 0.924 | 7.6 | 4.4 | 0.956 | -20.9 | 11.4 | -7.1 | 11.1 | 5.7
O=C(CN1C(=O)NC2(CCOc3ccccc32)C1=O)c1ccc(F)cc1 (centres undefined) | 0.942 | 5.8 | 1.2 | 0.988 | 4.1 | -3.1 | 4.6 | 3.0 | -1.9
COc1cc(CNCc2ccccn2)ccc1OCc1ccccc1Cl | 1.15 | -14.8 | -9.1 | 1.09 | 11.8 | 1.6 | 0.3 | 17.6 | 35.3
Cc1ccccc1C(=O)N1CCC(C(=O)O)CC1 | 0.932 | 6.8 | 6.6 | 0.934 | -1.6 | -2.8 | -14.5 | 3.0 | 18.2
Cn1sc(NC(=O)c2cccc(Cl)c2)nc1=O | 0.998 | 0.2 | 14.2 | 0.858 | 4.4 | -7.5 | -11.0 | 4.1 | -2.3
CCCOc1ccc(C(=O)N2CCCc3ccccc32)cc1 | 1.06 | -6.2 | -2.7 | 1.03 | 11.1 | 6.2 | 11.1 | 29.7 | 16.0
CC(C)(C)C(=O)Nc1ccc2oc(-c3cc(F)c(F)cc3Cl)nc2c1 | 1.02 | -2.4 | -14.6 | 1.15 | 0.4 | 4.9 | 13.2 | 11.2 | 31.3
CC(C)N1C(=S)SC(C)(C)C1n1oc(=O)n(-c2cccc(Cl)c2)c1=O (centres undefined) | 1.16 | -16.3 | -0.2 | 1 | -5.1 | 10.4 | 9.2 | 11.7 | 4.1
CCOc1ccccc1NC1c2ccccc2C(=O)N1c1ccc(C)cn1 (centres undefined) | 0.976 | 2.4 | -0.1 | 1 | -1.8 | 17.8 | 14.1 | 26.0 | -3.5
CC(=O)c1ccc(NC(=O)CCS(=O)(=O)c2ccc3c(c2)n(C)c(=O)c(=O)n3C)cc1 | 1.09 | -9.2 | 16.7 | 0.832 | 1.1 | 5.0 | -13.0 | -16.7 | 12.5
O=C(Nc1ccc(Br)cc1F)C1CCN(c2nnc(-n3cccc3)s2)CC1 | 1.03 | -3.0 | 10.5 | 0.895 | -3.5 | 6.7 | -1.9 | -14.8 | 18.5
COC(=O)C1(CO)NC(c2cccs2)C2C(=O)N(c3ccccc3)C(=O)C21 (centres undefined) | 0.908 | 9.2 | 0.6 | 0.994 | -10.5 | -4.2 | -3.5 | 6.5 | 14.6
O=C(Nc1ccc(Br)cc1)C1CC=CCC1C(=O)OCC1CCCO1 (centres undefined) | 1.05 | -5.3 | -6.0 | 1.06 | 5.4 | -10.2 | 0.5 | 0.9 | 11.2
CC(C)CN(C(=O)CC(C)c1ccccc1)c1c(N)n(Cc2ccccc2)c(=O)[nH]c1=O (centres undefined) | 0.953 | 4.7 | 8.9 | 0.911 | -1.3 | 7.6 | 2.0 | 4.0 | 20.8
COC(=O)c1sc(NC(=O)CSc2nc3cccnc3n2C2CCCCC2)nc1C | 0.92 | 8.0 | -4.3 | 1.04 | 10.4 | 27.1 | 23.0 | 25.5 | 12.7
CN(C)CCNCc1ccc(OC2CCCC2)cc1 | 0.947 | 5.3 | -5.1 | 1.05 | -10.7 | -12.0 | -3.2 | 15.4 | 4.3
CC1(C)CC(=O)C(N=Nc2ccc(S(=O)(=O)N3CCCCCC3)cc2)=C(O)C1 | 0.903 | 9.7 | 9.3 | 0.907 | -11.1 | -6.7 | 3.4 | 3.4 | 8.2
COc1cc(CNC2CCCCC2OC)cc(OC)c1 (centres undefined) | 1.13 | -13.3 | 0.1 | 0.999 | 2.1 | -22.0 | 4.7 | -6.2 | 6.3
CN1CCN(C(=S)c2cn(Cc3cccc(F)c3)c3ccccc23)CC1 | 0.967 | 3.3 | 15.5 | 0.845 | -4.4 | 11.0 | 3.6 | 14.8 | 31.9
COc1cccc(CC(=O)Nc2ccc3c(c2)CCC3)c1 | 1.1 | -9.7 | -12.2 | 1.12 | -0.6 | -31.1 | 4.7 | -4.6 | 35.2
O=C(Cn1cnc2c(nnn2Cc2ccccc2)c1=O)NCc1ccco1 | 0.947 | 5.3 | 5.2 | 0.948 | 4.5 | -3.7 | -4.9 | -1.4 | 9.4
COc1ccc(CNC(=O)Cc2csc(Nc3nc(=S)[nH]c4ccccc34)n2)cc1 | 0.875 | 12.5 | 13.0 | 0.87 | 5.2 | 14.7 | -15.0 | 37.1 | 17.9
CCc1ccc(OCC(=O)N2CC(C(=O)OC)Oc3ccccc32)cc1 (centres undefined) | 1.11 | -11.4 | -4.5 | 1.04 | -3.9 | -5.3 | 10.6 | 21.9 | 2.6
CCN(CC)S(=O)(=O)c1ccc(N2CCOCC2)c(NC(=O)CCC2CCCCC2)c1 | 0.901 | 9.9 | -6.8 | 1.07 | 12.5 | 21.7 | 18.8 | 15.3 | 7.0
O=C(NC1CC2CCCC(C1)N2C(=O)N1CCCCC1)C1CCCCC1 (centres undefined) | 1.01 | -0.7 | -14.4 | 1.14 | -11.5 | 25.6 | 5.0 | 13.0 | 4.9
Cc1c(NS(=O)(=O)c2cccc(C(=O)N3CCC(C)CC3)c2)c(=O)n(-c2ccccc2)n1C | 1.02 | -2.2 | -49.8 | 1.5 | -8.1 | -3.1 | 7.2 | -5.6 | 8.6
COc1cc(OC)cc(C(=O)Nc2ccn(C)n2)c1 | 1.02 | -1.6 | -10.1 | 1.1 | -7.8 | -7.0 | 0.5 | -12.7 | 10.7
O=C(c1ccc(F)cc1)C(C(=O)N1CCCCC1)n1ccccc1=O (centres undefined) | 0.925 | 7.5 | -5.3 | 1.05 | -2.2 | 11.1 | -1.2 | 3.4 | 6.4
COc1ccc(-c2nnn(Cc3nc(N)nc(N4CCOCC4)n3)n2)cc1OC | 1.03 | -2.6 | -3.9 | 1.04 | 3.6 | 2.9 | -6.9 | -2.3 | 15.0
NC(=O)c1ccccc1NC(=O)/C=C/C(=O)O | 0.965 | 3.5 | 6.6 | 0.934 | -6.3 | -22.6 | -4.9 | 8.6 | -8.8
CCc1cc(C(=O)Nc2ccccc2)cs1 | 0.983 | 1.7 | -1.2 | 1.01 | -0.5 | 21.2 | 1.5 | -3.6 | 40.8
CSc1ccc(S(=O)(=O)NCC(=O)OC2CCOC2=O)cc1[N+](=O)[O-] (centres undefined) | 0.929 | 7.1 | 2.5 | 0.975 | -5.3 | -10.1 | 2.8 | -5.1 | 12.1
